# Pf Dd2 inh = blocks in vitro growth of P. falciparum Dd2 | P. falciparum Dd2 growth, SYBR Green, 72 h | AID 1347417 | Potency, µM (doses to about 28.9 µM), without a hit: at the highest dose activity, negative = inhibition, hits mostly inhibitors | hit rate 4.3% among 120,000; active = well fitted inhibition curve with a large enough effect; inconclusive = small, poorly fitted or top-dose-only effect; inactive = no such curve, though single readings can be large or run the other way;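 note: plate controls were DMSO vehicle for no effect and reference drug for full effect; nearly all actives have a fitted effect of over 65% in size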
#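 Infected erythrocytes (Dd2, 0.3% parasitemia, 2.5% hematocrit final) are added to compound in RPMI-1640/Albumax II medium, grown 72 h at 37C in low oxygen, then lysed with saponin/Triton-X containing SYBR Green and read by fluorescence.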
# Starred values were filed as active, the others as inactive; i = inactive; ? = inconclusive; [ ] = dose if it differs, or a comment. Potency is the fitted concentration of half-maximal effect.
item | structure | Pf Dd2 inh
1 | O=C(Nc1ccc(Cl)cc1Cl)c1cc(S(=O)(=O)N2CCN(c3ccccc3F)CC2)ccc1F | -11.8%
2 | CC(=O)Nc1ccc(CN2CCN3C(=O)N(Cc4ccccc4)C[C@H]3C2)cc1 | i
3 | O=C1NC(C(=O)Nc2cccc(F)c2)Cn2cccc21 (stereo not given) | 23.0%
4 | CN1C[C@H](O)C[C@H]1c1nnc2n1CCN(C(=O)c1nccc3ccccc13)CC2 | 14.0%
5 | Cc1cc(C)c2c(=O)c3c(oc2c1)C(=O)N(Cc1ccco1)C3c1ccccc1F (stereo not given) | 37.3%[activator]
6 | CCCS(=O)(=O)N1CCCC(C(=O)NCCCOC)C1 (stereo not given) | 34.8%[activator]
7 | CC(C)c1nccc(-c2c(-c3ccccc3)ncn2CCCN2CCOCC2)n1 | -20.2%
8 | Cn1ncc2c(C(=O)N3CCN(c4ncccn4)CC3)cc(-c3ccc(Cl)nc3)nc21 | -15.2%
9 | Cc1ccc(NC(=O)C2CC(=O)N(c3n[nH]c4ccccc34)C2)nc1 (stereo not given) | 0.6%
10 | CCOC(=O)c1ccc(NC(=O)CCCn2c(=O)c3cccn3c3cccnc32)cc1 | ?
11 | O=C(COCc1cc(-c2cccs2)on1)Nc1cccc(Cl)c1Cl | 71.5%[activator]
12 | COc1ccc(NC(=O)CN(Cc2ccccc2)S(=O)(=O)c2ccc3nc(C)sc3c2)cc1 | ?
13 | Cc1ccccc1NC(=O)Cn1cc(S(=O)(=O)N2CCCC2)c(S(=O)(=O)N2CCCC2)c1 | ?
14 | Cc1cc(C)cc(NC(=O)CCc2c(C)nc3c(c2C)c(=O)n(C)c(=O)n3C)c1 | -0.2%
15 | Cc1ccc(NC(=O)NCC2CCOCC2)c(Cl)c1 | 3.7%
16 | COc1ccc(C2=CC(c3cc(Br)ccc3F)n3c(nc4ccccc43)N2)cc1 (stereo not given) | -22.7%
17 | COc1ccc(NC(=O)CSc2nc3ncccc3[nH]2)c(OC)c1 | -26.5%
18 | Cc1ccc(N2CCC(N)C2=O)cc1C (stereo not given) | i
19 | O=C(NCC(c1cccnc1)N1CCc2ccccc21)C(=O)Nc1ccccc1F (stereo not given) | ?
20 | COCCN(C)C[C@@H]1CN(C(=O)c2cc(F)cc(C#N)c2)C[C@@H]1CO | -0.5%

# Remaining list, next part.
item | structure | Pf Dd2 inh
21 | CCCCc1cc(C[C@@H]2C[C@H](NC(=O)C(C)(C)C)C2(C)C)no1 | i
22 | COC[C@H]1CCCN1Cc1cn(-c2ccccc2)nc1-c1ccc(OC)cc1F | 10µM*
23 | O=C(NCc1ccc(F)cc1Cl)C1CCN(c2cnc3nccnc3c2)CC1 | i
24 | CCN1c2cc(C(=O)Nc3ccc(F)c(F)c3)ccc2C(=O)N2CCCCC21 (stereo not given) | -2.8%
25 | COCCc1noc([C@@H]2CN(Cc3ccc(C(C)C)cc3)C[C@H]2CO)n1 | ?
26 | C=CCO[C@@H]1CCN2C(=O)c3cc(-c4cc(Cl)ccc4OC)ccc3NC(=O)[C@H]12 | ?
27 | Cn1ccnc1C(=O)N1C[C@@H](Oc2ccccc2)C[C@H]1C(=O)NC1CC1 | 8.2%
28 | O=C(NCc1cccnc1)c1ccc2c(c1)n(Cc1ccccc1)c(=O)c1ccnn12 | -23.4%
29 | Cc1ccc(NC(=O)CCCn2c(=O)c3cccn3c3cccnc32)c(Cl)c1 | 18.2%
30 | COCc1ncc(C)n1C1CCN(C(=O)Cc2cccc(F)c2)CC1 | -22.8%
31 | CCOc1ccc(C(=O)c2c(N)c(-c3nc(-c4ccc(OCC)cc4)cs3)c3ccccn23)cc1 | 5.0%
32 | CCN1c2cc(C(=O)Nc3ccc(OC)c(OC)c3)ccc2C(=O)N2CCCCC21 (stereo not given) | -1.2%
33 | COc1ccccc1-c1cc(C(=O)NC2CC2)c2cnn(C)c2n1 | -15.2%
34 | Cc1ccc(CN2C(=O)[C@@H]3C[C@@H](O)CN3C3(CN(Cc4ccncc4)C3)C2=O)o1 | 4.9%[44.1 µM]
35 | COc1ccccc1NC(=O)NC1CC(=O)N(Cc2cccc(F)c2)C1 (stereo not given) | -1.0%
36 | Cc1cnc(C(=O)NC2C[C@H]3CC[C@@H](C2)N3C(=O)C2CCCCCC2)cn1 (stereo not given in full) | i
37 | CCn1ccc2cc(S(=O)(=O)N3CCC(C(=O)NCCc4ccc(SC)cc4)CC3)ccc21 | 8.91µM*
38 | COc1ccc(C(=O)N[C@@H]2CCC[C@@H]2C(=O)N(C)Cc2ccccc2)cc1 | -25.4%
39 | COc1ccc(-c2cc(C[C@@H]3CC[C@H](O)[C@@H](CN(Cc4ccccc4OC)Cc4ccccc4OC)O3)no2)cc1 | -18.9%
40 | O=C(Nc1cccc(F)c1)C1(CCO)CC12CCOCC2 (stereo not given) | 19.1%

# (continued)
item | structure | Pf Dd2 inh
41 | COc1ccc(CN2C[C@@H]3C(=O)N(CCN4CCc5ccccc5C4)C(=O)[C@@H]3C2)cc1 | -22.1%
42 | COc1ccccc1-c1cc([C@H]2CN3CC[C@H]2C[C@@H]3CNC(=O)c2ccco2)n(C)n1 | ?
43 | CCN1CCN(C(=O)C2CCN(c3cnn(CCOC)c(=O)c3)C2)CC1 (stereo not given) | 16.1%
44 | O=C(CCC1CCCN(S(=O)(=O)c2ccccc2)C1)NCC1CC1 (stereo not given) | 5.8%
45 | COc1cccc(-c2nnnn2[C@H]2CO[C@H]3[C@@H]2OC[C@@H]3NS(=O)(=O)c2ccccc2C#N)c1 | ?
46 | Cc1nc(C)c(CC(=O)NC2CCCN(C3CCCCCC3)C2)c(=O)[nH]1 (stereo not given) | -15.4%
47 | COc1ccc(C(=O)N2CCC3(CC2)N=C(c2cccc(Br)c2)NO3)c(OC)c1 | 49.9%[activator]
48 | Cc1ccc([S+](=O)([O-])N2CCC(c3nn(Cc4ccccc4)c(=O)[nH]3)CC2)cc1 | i
49 | COc1ccccc1CNC(=O)c1cc(S(=O)(=O)N2CCCCCC2)cn1C | -4.6%
50 | COCCNc1ncnc2c1CN(c1cccnc1)C(=O)CN2C | 14.7%
51 | COc1ccc(CN2CCc3nc(N(C)C)[nH]c(=O)c3CC2)c(OC)c1OC | i[5.79 µM]
52 | Cc1cccc(NC(=O)CSc2c(C)cnc3c2c(=O)n(C)c(=O)n3C)c1C | -20.2%
53 | COc1cccc(-c2cnc3[nH]cc(CC(N)=O)c3c2)c1 | i
54 | COc1ccc(-c2nnc3n2CCN(C(=O)c2ccccc2Cl)C3)cc1 | -29.0%
55 | CCOc1ccc(-c2cc3c(=O)n(Cc4nc(-c5ccc(OC)cc5OC)oc4C)ccn3n2)cc1Cl | 11.0%
56 | C=CCNC(=O)N1CCOC(CN(CC(C)C)C(=O)c2cccc(OC)c2)C1 (stereo not given) | ?
57 | O=C(CC1CCCC1)NCCc1noc(-c2cccnc2)n1 | 17.0%
58 | N#Cc1c[nH]n2c(NC3CCCCC3)c(-c3ccccc3F)nc12 | 9.7%
59 | CC(C)CNC(=O)c1nnn2c1COC(c1ccc(Br)cc1)C2 (stereo not given) | i
60 | O=C1NC2(CCCN(C(=O)c3cccnc3)C2)Oc2ccccc21 (stereo not given) | 0.4%[44.1 µM]

# Going on with the list:
item | structure | Pf Dd2 inh
61 | Cc1cc(C)cc(NC(=O)CSc2oc(-c3cccs3)nc2S(=O)(=O)c2ccccc2)c1 | 11.0%
62 | Cn1nc(C2CCCN(C(=O)Cc3ccccc3)C2)n(Cc2ccccc2)c1=O (stereo not given) | 1.4%
63 | CCc1ccc(CN2CCCC23Cc2ccccc2CNC3=O)s1 (stereo not given) | ?
64 | COc1ccc(CNC(=O)c2cccc3c2CCN3C(=O)c2ccc(F)cc2)cc1 | -13.2%
65 | CCCn1nc(C)c(NC(=O)CC[C@H]2NC(=O)c3ccccc3NC2=O)c1C | -7.6%
66 | Cc1cn(C)c(CC(=O)Nc2cccc(C#N)c2)c1C(=O)O | -6.8%
67 | CCC1CCCCN1S(=O)(=O)c1cc2c3c(c1)CC(=O)N3CCC2 (stereo not given) | -1.0%
68 | COc1ccc(-c2nc(S(=O)(=O)c3ccccc3)c(N3CCCCC3)o2)cc1 | 10.0%
69 | Cc1noc(C)c1[S+](=O)([O-])N1CCc2nc(C(C)C)nc(-c3ccc(Cl)cc3)c2C1 | i
70 | Cc1ccccc1CSc1ncc(CO)n1Cc1ccc(F)cc1 | i
71 | CCN1c2cc(C(=O)N3CCN(c4ccccc4)CC3)ccc2C(=O)N2CCCCC21 (stereo not given) | i
72 | COCCN1CCOC2(CCN([S+](=O)([O-])c3cccc(C)c3)CC2)C1=O | -18.4%[44.1 µM]
73 | COc1cccc(CNC(=O)CN2N=C(c3ccc(C)cc3)CCC2=O)c1 | 59.9%[activator]
74 | O=C(NCc1cccc(F)c1)c1cccc(NC(=O)c2nsc3ccccc23)c1 | -17.3%
75 | CCOc1ccc2c(n1)CCN(C(=O)COc1cccc(C)c1)C2 | ?
76 | CC(C)C(=O)Nc1ccc(C2(C(=O)NC3CC3)CCCCC2)cc1 | ?
77 | COc1cc(SC)ccc1C(=O)N[C@H]1C[C@@](O)(C(=O)N[C@@H](Cc2cccs2)C(N)=O)C[C@@H](O)[C@@H]1O | 3.0%
78 | COCCN1C(=O)CC[C@]2(C(=O)NCc3ccc(F)c(Cl)c3)CCCC[C@@H]12 | -22.7%
79 | O=C1CC(C(=O)O)C2(CCN(C(=O)c3ccc4c(c3)OCO4)CC2)N1 (stereo not given) | 4.7%
80 | CCN1CCC(c2nc3ccc(C)cc3c(=O)[nH]2)CC1 | 15.8%[44.1 µM]

# The listing continues:
item | structure | Pf Dd2 inh
81 | Cc1ccc(Cl)cc1N1CCN(CCNC(=O)Nc2ccc(Cl)cc2)CC1 | ?
82 | CC(C)Oc1ccc(CNC(=O)C(C)C2CCOCC2)cc1 (stereo not given) | 23.2%
83 | O=C(Nc1ccc2nc(SCCOc3ccccc3)sc2c1)c1ccco1 | 4.47µM*
84 | CCc1nc(NC(c2ccccc2)c2ccco2)c2cnn(C)c2n1 (stereo not given) | ?
85 | CC(=O)Nc1ccc(OCC(=O)N2CCc3ccccc3C2)nc1 | -23.8%
86 | CCOC(=O)CCNC(=O)N1CCCC1c1noc(COc2ccc(F)cc2)n1 (stereo not given) | 35.2%[activator]
87 | OC1(CN2CCC(Oc3cccnc3)CC2)CNCCOC1 (stereo not given) | -11.3%
88 | COc1ccc(OC)c(NC(=O)COCc2cc(-c3ccco3)on2)c1 | -0.1%
89 | CCOc1ccc(NC(=O)N2CCN(Cc3cc(=O)n4nc(-c5ccc(OC)cc5)sc4n3)CC2)cc1 | 9.4%
90 | CN(Cc1ccc(N(C)C)cc1)Cc1cccn1C | 3.6%[44.1 µM]
91 | COc1ccc(CCC(=O)N2c3ccccc3CC2c2nc(C3CC3)no2)cc1 (stereo not given) | i[5.79 µM]
92 | Cc1ncc(S(C)(=O)=O)c(NCc2nnc3ccccn23)n1 | 7.7%
93 | COc1cccc(C(=O)N2C(C(=O)NCC(C)C)COC23CCN(C(=O)c2ccc(F)cc2)CC3)c1 (stereo not given) | ?
94 | CCN(C(=O)C1CCN(S(=O)(=O)c2c(C)noc2/C=C/c2ccc(C)cc2)CC1)c1cccc(C)c1 | 28.4%
95 | COC1CCOC2(CCN(C(=O)c3cnccn3)CC2)C1 (stereo not given) | 7.8%
96 | CC(C)NC(=O)N1CC2ON=C(C(=O)N3CCCC3)C2C1 (stereo not given) | -10.8%[44.1 µM]
97 | COC(=O)c1cc2sccc2n1Cc1nc(-c2ccc(Cl)cc2)oc1C | 29.7%
98 | CCC(C)NC(=O)CCN(CCCOC)C(=O)c1cc(C)oc1C (stereo not given) | -16.5%
99 | Cn1nc(C2CCN(C(=O)Cc3ccc(F)cc3)CC2)[nH]c1=O | -18.5%[44.1 µM]
100 | O=C(Nc1ccc(Cl)cc1)c1nc2c(o1)CCN(Cc1ccncc1)CC2 | ?

# (list continues)
item | structure | Pf Dd2 inh
101 | Cc1cc(NC(=O)c2cnc3c(-c4ccccc4)c(C)nn3c2C)ccc1Br | 13.8%
102 | COc1ccc(CCNC(=O)c2ccc(-n3c(C)cc4c3CCCC4)cc2)cc1OC | 11.2µM*
103 | O=C(NC1CCCC1)C1CC(c2ccc(F)cc2)=NO1 (stereo not given) | -13.6%
104 | O=C(NCc1cccc(F)c1)c1nc2c(o1)CCN(CC1CCCC1)CC2 | -6.9%[44.1 µM]
105 | COc1ccccc1CN1CCC(N2CC3CCCN3C2=O)CC1 (stereo not given) | 3.8%[44.1 µM]
106 | COCC1CN(C(C)=O)CC12CCN(C(=O)NCc1cccc(OC)c1)CC2 (stereo not given) | 10.7%
107 | O=C(NCCC1=CCCCC1)C1(CCO)CC12CCOCC2 (stereo not given) | -14.6%
108 | COc1ccc(CN2C=C(C(=O)OCc3noc(-c4ccccc4F)n3)C(C)=NS2(=O)=O)cc1 | -18.1%
109 | Cc1ccc2oc(=O)n(CCC(=O)N3CCc4c(nc(C)[nH]c4=O)C3)c2c1 | -2.6%
110 | Cc1cccc(N2CCN(C(=O)CSCc3ccc(F)cc3)CC2)c1C | 63.0%[activator]
111 | CC(=O)c1ccc(N2CCN(C(=O)Nc3ccc(C(C)C)cc3)CC2)cc1 | i
112 | C=CCNC(=O)c1cccn2nccc12 | 10.7%[44.1 µM]
113 | Cc1cccc(C(=O)N2C(C(=O)NCc3ccc4c(c3)OCO4)COC23CCC(C)CC3)c1 (stereo not given) | ?
114 | Cc1cn2nc(C(=O)Nc3ccc4c(c3)OCCO4)cc2c(N2CCCC2)n1 | ?
115 | CC(C)CCN1CCC2(C1)C(=O)N(c1ccccc1)c1ccccc12 (stereo not given) | ?

# A portion of the library; rates above refer to the full screens.
